Growth percent in the NCI-60 one-dose screen (48 h, 10 µM unless noted): 100 = growth as untreated, 0 = no growth, -100 = all killed.
ACHN: ACHN renal cancer; 4.9% of 81,000 active
SF-268: SF-268 CNS cancer cells; 3.1% of 82,000 active
SNB-75: SNB-75 CNS cancer | 5% of 79,000 active
SF-539: SF-539 CNS cancer; 6.8% of 81,000 active; AID 1794752
CAKI-1: CAKI-1 renal cancer. 4.7% of 75,000 active. AID 1794772
A498: A498 renal cancer cells. 5.4% of 76,000 active. AID 1794774
SNB-19: SNB-19 CNS cancer cells; 2.5% of 81,000 active; AID 1794751
RXF 393: RXF 393 renal cancer cells | 6.9% of 77,000 active
* hit, by the source's call; nt = not tested or not shown. The calls were made as follows: active = growth percent below 10; inactive = the rest.

1: Cc1ccc(Nc2ccc(O)c3c2C(=O)c2c(O)ccc(Nc4ccc(C)cc4)c2C3=O)cc1
2: CCCCCCCCCCCCCCCCCCNC(=O)C(C)O (centres undefined)
3: CC1(C)CC(=O)C2=C(C1)N(Cc1ccc(C(=O)O)cc1)C1=C(C(=O)CC(C)(C)C1)C2c1ccc(F)cc1
4: c1ccc(-n2cccn2)cc1
5: O=[N+]([O-])c1ccc(Oc2ccc(CCCc3ccccc3)cc2)c([N+](=O)[O-])c1
6: COc1ccc(-c2nc(/C=C3\SC(=NCc4ccc(OC)c(OC)c4)NC3=O)c3ccccn23)cc1
7: N#CCCC(=O)c1ccccc1
8: COC(=O)CCC(=O)c1ccc(OC)cc1
assay / compound	1	2	3	4	5	6	7	8
ACHN	100	107	116	103	93	107	106	106
SF-268	114	110	108	100	82	102	103	99
SNB-75	99	95	95	93	73	115	103	85
SF-539	96	103	103	107	101	107	107	105
CAKI-1	93	101	92	92	102	105	106	104
A498	97	104	101	107	76	122	111	95
SNB-19	92	105	105	109	87	98	99	100
RXF 393	nt	113	114	114	86	94	116	101

9: CC(C)(C)[C@H](OCc1cn([C@H]2C[C@@H](O)[C@@H](CO)O2)c(=O)[nH]c1=O)c1ccc(C#Cc2ccccc2)cc1[N+](=O)[O-]
10: O=C1/C(=C/C=C/c2ccc(F)cc2)Cc2c(Br)cccc21
11: COc1ccc(-c2nc3sccn3c2-c2nc3ccc(Cl)cc3[nH]2)cc1
12: O=C1C=C(Nc2cccc(Br)c2)c2ccccc2C1=O
13: COc1ccc(OC)c(C2C(C#N)=C(N)Oc3cc(O)ccc32)c1 (centres undefined)
14: COc1ccccc1/C=C1N=C(/C=C/c2ccccc2)OC/1=O
15: COc1cc2cc3c(=O)n4c(cc5cc(Cl)ncc54)c(=O)n3c2cn1
16: COC1C=C(C)Nn2c(nc3c(cnn3-c3ccccc3)c2=O)N1N (centres undefined)
assay / compound	9	10	11	12	13	14	15	16
ACHN	77	100	100	51	94	92	107	90
SF-268	81	99	99	58	98	96	104	97
SNB-75	67	101	83	12	92	81	94	72
SF-539	97	96	104	15	104	93	103	99
CAKI-1	79	83	92	78	74	99	95	75
A498	95	101	96	89	92	96	107	97
SNB-19	82	102	100	44	102	98	100	97
RXF 393	47	98	73	32	92	102	102	110

17: O=S1(=O)C=C(c2ccccc2)C(c2ccccc2)=C1
18: O=C1C(Cl)C(c2cccnc2)N1Nc1ncnc2ccccc12 (centres undefined)
19: O=C1/C(=C/c2ccccc2)CCc2nc3ccccc3c(/C=C/c3ccc(Cl)cc3)c21
20: COc1ccc(C2CC(c3ccccc3)=NN2C(=O)c2ccc(S(N)(=O)=O)cc2)cc1 (centres undefined)
21: CC(C)(C)n1cc(-c2ccnc(NCCCNS(=O)(=O)c3ccccc3)c2)c(-c2cccc(O)c2)n1
22: O=C(N/N=C/c1ccccc1Cl)c1ccccc1
23: CC(=O)C1=NN(c2ccccc2)C2C3N(c4ccccc4)N=C(C(C)=O)N3c3ccccc3N12 (centres undefined)
24: CCN(CC)c1ccc(/C=C/c2ccc3cc(C)ccc3[n+]2CC)cc1
assay / compound	17	18	19	20	21	22	23	24
ACHN	-47*	101	97	93	46	105	97	0.9*
SF-268	3.5*	105	88	93	51	101	110	28
SNB-75	50	94	77	71	nt	105	87	7.5*
SF-539	9.2*	98	99	94	38	96	103	11
CAKI-1	-16*	94	84	76	53	92	93	16
A498	80	101	92	104	40	87	145	5.4*
SNB-19	77	102	96	103	76	97	101	25
RXF 393	-87*	116	96	98	53	98	118	12

25: CCOC(=O)c1cc(C(=O)c2ccc(Br)cc2)n2ccc(OC)cc12
26: COc1ccc(C(O)C2c3c(cc4c(c3OC)OCO4)CCN2C)c(CO)c1OC (centres undefined)
27: COc1ccc(-n2nc(C(=O)Nc3ccc(Cl)cc3)nc2-c2cc(OC)c(OC)c(OC)c2)cc1
28: CCOC(Nc1ccc(C(=O)O)cc1)C(=O)c1ccc(-c2ccccc2)cc1 (centres undefined)
29: Cn1cccc1-c1cc(-c2ccccc2Br)c(C#N)c(=O)[nH]1
30: CC1CN(Cc2ccco2)C(=S)NC1=O (centres undefined)
31: CCOc1ccccc1N(CCO)CCO
32: CCOC1=CC(=O)CCC1
assay / compound	25	26	27	28	29	30	31	32
ACHN	77	102	90	96	101	107	103	107
SF-268	87	105	96	105	104	101	105	118
SNB-75	35	103	84	99	93	98	99	94
SF-539	92	99	94	101	100	97	91	108
CAKI-1	95	96	77	61	91	109	93	109
A498	94	82	105	94	nt	98	87	124
SNB-19	82	100	97	nt	97	92	110	104
RXF 393	73	98	nt	103	97	102	116	110

33: CC1=CC2OC34COC3CC(OC(=O)C(F)(F)F)C4(C)C2(C)CC1 (centres undefined)
34: Cc1cc(-c2cc(C)on2)no1
35: CS(=O)(=O)Nc1cccc(-n2cnc3cc(-c4ccc(O)cc4)ccc32)c1
36: CCOc1ccccc1Nc1cc(Cl)nc(N)n1
37: Cc1nc2ccccc2c(N)c1-c1cc(C)c2c(C)nc3ccccc3c2n1
38: O=C1CSC(c2ccccc2O)N1c1nnc(Cn2ccnc2)o1 (centres undefined)
39: CCOS(=O)(=O)c1ccc([N+](=O)[O-])cc1
40: Cc1ccc(S(=O)(=O)CC(=O)c2cc3ccccc3o2)cc1
assay / compound	33	34	35	36	37	38	39	40
ACHN	98	108	50	110	-92*	54	103	105
SF-268	103	109	50	104	-68*	56	103	102
SNB-75	86	121	54	100	-78*	75	87	89
SF-539	98	92	0.3*	126	-72*	56	102	92
CAKI-1	102	95	31	94	nt	-37*	99	94
A498	80	149	149	97	-13*	99	nt	nt
SNB-19	94	105	25	104	23	86	101	98
RXF 393	94	138	-14*	111	-80*	75	120	109

41: CCn1cccc1
42: COc1ccc(C(=O)/C=C/c2ccc(OCc3ccc(Cl)cc3)c(OC)c2)cc1OC
43: CC(C)(C)n1cc(-c2ccnc(NCCCNS(=O)(=O)c3ccccc3)c2)c(-c2ccccc2)n1
44: CCOC(=O)C(C)(N)Cc1ccc(O)c(O)c1 (centres undefined)
45: COc1ccc(/C=N/NC(=O)c2c(Nc3ccccc3)nn(C)c2N)cc1
46: CC(=O)c1ccc(Nc2nc(SC(C)C)nc(-c3ccc(F)cc3)c2C#N)cc1
47: S=c1[nH]cnc(S)c1Br
48: CS(=O)(=O)c1ccc(-n2nc(C(=O)N(O)Cc3ccccc3)cc2-c2ccccc2)cc1
assay / compound	41	42	43	44	45	46	47	48
ACHN	104	73	97	95	101	100	nt	103
SF-268	98	79	93	107	93	109	96	108
SNB-75	99	75	65	107	105	132	97	120
SF-539	108	72	66	106	96	97	99	106
CAKI-1	101	60	81	99	89	109	nt	94
A498	98	nt	40	96	91	105	104	142
SNB-19	100	72	89	103	98	101	108	90
RXF 393	106	96	62	99	93	110	102	88

49: COc1cccc(OC)c1/C=C1\C(=N)N=C(SCc2nc3ccccc3[nH]2)NC1=O
50: CCN1C(=O)N(CC)C2Nn3c(s/c(=C\c4ccc(Br)cc4)c3=O)=NC21 (centres undefined)
51: C#Cc1cccc(Nc2nc(Cl)nc3cc(NC(=O)CCl)ccc23)c1
52: C/C(=N\N=C1\SCC(=O)N1c1cc(C)ccc1Cl)c1cc2ccccc2oc1=O
53: Nc1c(C(=O)O)cc(Cl)cc1[N+](=O)[O-]
54: CCCCNC(c1ccc(N(CC)CC)cc1)C(Br)(Br)Br (centres undefined)
55: COc1ccccc1Cn1cc(C#N)c(N)c1C(=O)c1ccc(C#N)cc1
56: CN1CCN(CCNC(=O)Nc2ncccc2OCc2cccc(Cl)c2)CC1
assay / compound	49	50	51	52	53	54	55	56
ACHN	105	99	-98*	87	97	98	100	102
SF-268	106	97	-52*	87	98	108	99	92
SNB-75	97	73	-97*	80	90	94	113	86
SF-539	94	86	-96*	84	100	105	98	112
CAKI-1	87	81	-97*	54	111	101	102	90
A498	109	95	60	nt	100	83	115	107
SNB-19	94	89	-77*	84	112	102	98	111
RXF 393	117	105	-94*	62	89	109	91	113

57: COC(=O)C1=C(C)NC(C)=C(C(=O)OC(C)C)C1c1cccc2nonc12 (centres undefined)
58: COc1ccc(C(=O)N2NC(=O)/C(=C/c3ccccc3F)N=C2c2ccccc2)cc1
59: O=S1(=O)CC(Cl)C(Cl)C1 (centres undefined)
60: Cc1ccc(C2=Nn3c(N=Nc4c(O)[nH]c5ccc(Br)cc45)nnc3SC2)cc1
61: O=C1NC(=O)/C(=C\c2cn(-c3ccccc3)nc2-c2ccc(Cl)cc2)S1
62: COc1ccc2nc(NC(=O)c3cccnc3Nc3ccc(S(N)(=O)=O)cc3)sc2c1
63: Cc1cc(C)c(N)c(S(=O)(=O)O)c1
64: COc1cccc(/C=C(\C#N)C(=O)c2ccccc2)c1
assay / compound	57	58	59	60	61	62	63	64
ACHN	100	122	79	101	94	90	97	108
SF-268	110	105	103	101	96	83	115	107
SNB-75	100	nt	91	82	95	75	101	74
SF-539	108	131	94	89	97	100	84	105
CAKI-1	79	99	74	89	86	76	91	86
A498	85	104	113	90	98	93	142	nt
SNB-19	100	99	93	110	88	99	97	92
RXF 393	119	106	87	114	98	113	133	116

An excerpt of these results, with values under each structure.
Under each structure – ACHN	SF-268	SNB-75	SF-539	CAKI-1	A498	SNB-19	RXF 393
50: CCN1C(=O)N(CC)C2Nn3c(s/c(=C\c4ccc(Br)cc4)c3=O)=NC21 (centres undefined)
  99	97	73	86	81	95	89	105
51: C#Cc1cccc(Nc2nc(Cl)nc3cc(NC(=O)CCl)ccc23)c1
  -98*	-52*	-97*	-96*	-97*	60	-77*	-94*
52: C/C(=N\N=C1\SCC(=O)N1c1cc(C)ccc1Cl)c1cc2ccccc2oc1=O
  87	87	80	84	54	nt	84	62
53: Nc1c(C(=O)O)cc(Cl)cc1[N+](=O)[O-]
  97	98	90	100	111	100	112	89
54: CCCCNC(c1ccc(N(CC)CC)cc1)C(Br)(Br)Br (centres undefined)
  98	108	94	105	101	83	102	109
55: COc1ccccc1Cn1cc(C#N)c(N)c1C(=O)c1ccc(C#N)cc1
  100	99	113	98	102	115	98	91
56: CN1CCN(CCNC(=O)Nc2ncccc2OCc2cccc(Cl)c2)CC1
  102	92	86	112	90	107	111	113
57: COC(=O)C1=C(C)NC(C)=C(C(=O)OC(C)C)C1c1cccc2nonc12 (centres undefined)
  100	110	100	108	79	85	100	119
58: COc1ccc(C(=O)N2NC(=O)/C(=C/c3ccccc3F)N=C2c2ccccc2)cc1
  122	105	nt	131	99	104	99	106
59: O=S1(=O)CC(Cl)C(Cl)C1 (centres undefined)
  79	103	91	94	74	113	93	87
60: Cc1ccc(C2=Nn3c(N=Nc4c(O)[nH]c5ccc(Br)cc45)nnc3SC2)cc1
  101	101	82	89	89	90	110	114
61: O=C1NC(=O)/C(=C\c2cn(-c3ccccc3)nc2-c2ccc(Cl)cc2)S1
  94	96	95	97	86	98	88	98
62: COc1ccc2nc(NC(=O)c3cccnc3Nc3ccc(S(N)(=O)=O)cc3)sc2c1
  90	83	75	100	76	93	99	113
63: Cc1cc(C)c(N)c(S(=O)(=O)O)c1
  97	115	101	84	91	142	97	133
64: COc1cccc(/C=C(\C#N)C(=O)c2ccccc2)c1
  108	107	74	105	86	nt	92	116

Other structures.
65: CCOC(=O)c1c2c(n3ccc(NC(=O)CCN4CCOCC4)cc13)C(=O)c1ncccc1C2=O
66: O=S(=O)(NCCNc1nccc(-c2c(-c3ccccc3)nc3occn23)n1)c1ccc(Cl)cc1
67: COC(=O)c1nc(-c2ccccc2)oc1S(=O)(=O)NCCO
68: O=C(N/N=C/c1ccc(N2CCCCC2)cc1)c1cnc2n(c1=O)CCCCC2
69: COc1ccc(OC)c(/C=C2/C=C(c3ccc(Cl)cc3)N(CCc3ccc(S(N)(=O)=O)cc3)C2=O)c1
70: Cc1cc2nc[nH]c(=O)n2n1
71: Cc1c(Br)cccc1-c1nnc(C(c2ccc(F)cc2)N2CCCCC2)o1 (centres undefined)
72: COc1ccc(Cn2cc3c(c2-c2ccccc2)CCc2cnc(=O)[nH]c2-3)cc1
73: CCOCc1nc2c(N)nc3ccccc3c2n1CC(C)(C)O
assay / compound	65	66	67	68	69	70	71	72	73
ACHN	17	37	84	98	63	101	90	91	101
SF-268	39	60	92	98	71	100	93	99	101
SNB-75	53	50	90	92	68	97	79	68	nt
SF-539	nt	82	97	95	89	107	97	95	99
CAKI-1	21	42	86	91	nt	102	73	92	95
A498	56	57	137	nt	95	108	nt	117	106
SNB-19	55	68	96	96	87	99	89	102	102
RXF 393	63	nt	97	109	63	111	99	90	107

From PubChem
